NCI-60 one-dose screen, 48 h, at 10 µM unless noted. Numbers give growth in % (100 = growth as untreated, 0 = no growth, -100 = all killed).
HCC-2998: HCC-2998 colon cancer | 79,000 tested, 4.7% active | AID 1794799
SN12C: SN12C renal cancer cells | 81,000 tested, 3.8% active
SW-620: SW-620 colon cancer | 82,000 tested, 5.2% active | AID 1794795
UO-31: UO-31 renal cancer. 81,000 tested, 5.2% active
HT29: HT29 colon cancer. 81,000 tested, 7.4% active
HCT-116: HCT-116 colon cancer. 82,000 tested, 7.3% active
TK-10: TK-10 renal cancer cells | 81,000 tested, 3.9% active | AID 1794769
786-0: 786-0 renal cancer cells | 81,000 tested, 5.1% active | AID 1794775
HCT-15: HCT-15 colon cancer | AID 1794746 | 82,000 tested, 5.2% active
* = called active by the depositor; nt = no result given; & = joins results of further samples. Rule for the calls: active = growth percent below 10; inactive = the rest. This is a random part of the collection (roughly 12% active in at least one column).

SMILES	HCC-2998	SN12C	SW-620	UO-31	HT29	HCT-116	TK-10	786-0	HCT-15
O=C(NCCc1ccccc1)Nc1ccc2cc3ccc(NC(=O)NCCc4ccccc4)cc3nc2c1	-8.2*	-40.1*	1.3*	89.9	31.4	-32.5*	99.2	38.4	97.1
CCN(CC)c1ccc(NC(=S)Nc2ccc(N(CC)CC)cc2)cc1	124.0	102.6	98.7	85.6	92.5	99.7	97.7	113.7	96.8
CC(C)NCC(O)c1ccc2ccccc2c1 (stereo not given)	96.5	108.0	107.5	90.3	110.8	109.4	113.4	97.0	95.5
COc1ccc(Nc2[nH]n3c(=O)cc(-c4ccccc4)nc3c2C(N)=O)c(OC)c1	111.0	97.3	107.6	76.1	110.1	92.6	99.2	90.1	100.9
Cc1nc(Sc2nc3ccc([N+](=O)[O-])cc3s2)sc1C	71.3	-29.4*	11.5	23.5	10.2	2.1*	19.3	19.6	-21.2*
CCOC(=O)c1c(C)nc2c(c1N)C(=O)C(=O)N2Cc1ccccc1C(F)(F)F	92.0	88.0	104.1	56.9	92.7	80.7	89.7	93.4	94.2
Clc1ccc(-n2ccc(-c3nn[nH]n3)n2)cc1	101.4	100.5	nt	73.1	106.5	95.1	113.4	91.5	107.1
CC(=O)Oc1c(C)[nH]ccc1=O	104.5	92.2	95.1	95.4	98.4	98.4	101.9	101.7	105.4
CCCOc1ccc2nc(CC)cc(Nc3ccc(OC)cc3OC)c2c1	119.2	97.9	99.3	87.6	91.8	88.0	109.4	102.6	83.2
CC(C)S(=O)(=O)C(c1ccccc1)c1ccccc1	103.9	100.8	103.8	83.6	111.9	101.9	99.0	99.7	110.4
Cc1ccc(NC(=O)[C@@H]2C[C@H]2CN2CCN(C)CC2)cc1Nc1nccc(-c2cccnc2)n1	90.1	102.7	110.9	86.0	98.0	87.2	113.1	93.1	108.4
c1cc(CSc2ncnc3nc[nH]c23)ccn1	97.0	115.2	101.1	97.0	102.7	99.6	107.5	103.2	99.8
CCN(CCO)C(=O)C(C)O (stereo not given)	110.9	112.5	105.7	95.6	102.5	104.9	103.8	nt	99.5
N=C1SCC(=O)N1c1ncc(Cc2cccc(C(F)(F)F)c2)s1	100.7	73.7	90.2	68.1	103.7	54.8	93.9	95.0	57.0
O=[N+]([O-])c1cc(-c2ccccc2)c(O)c([N+](=O)[O-])c1	nt	73.7	98.2	nt	92.4	86.8	89.2	nt	79.4
Cc1ccc(C(=O)Nc2cc(-n3ccnc3)cc(C(F)(F)F)c2)cc1-n1cc(-c2cnc3cccnn23)nn1	86.3	104.7	81.9	61.4	39.2	55.1	134.7	103.2	97.4
Cc1cccc(C(=O)Nc2cccc(C#Cc3cccc4[nH]nc(N)c34)c2)c1	71.8	75.9	77.6	63.5	76.9	51.3	151.2	103.9	55.4
C/C(=C(/C)C1CC1CCNS(=O)(=O)c1ccc(C)cc1)c1cccc(C(F)(F)F)c1 (stereo not given)	107.2	86.8	94.1	85.1	92.1	80.6	104.0	90.9	88.3
COc1cc(C2C(C(=O)c3ccccc3)=C(C)Nc3nc4ccccc4n32)cc(OC)c1OC (stereo not given)	112.2	97.0	nt	86.9	110.5	66.7	101.3	47.2	102.1
O=C(CCCCCOc1ccc(NC(=O)Nc2ccc(Cl)cc2)cc1)NO	109.1	98.1	110.9	85.9	96.6	89.3	96.3	100.8	106.6
COc1cccc(C2CC(=O)N(c3cc(Cl)cc(Cl)c3)C3=C2C(=O)OC3)c1 (stereo not given)	101.2	113.5	109.4	93.0	103.3	98.3	108.2	94.6	102.1
O=C(O)COc1nc(-c2ccco2)cc(-c2ccc(Cl)cc2Cl)n1	98.0	100.7	100.0	66.2	97.9	76.6	118.1	100.9	90.4
Nc1cc2cc(Br)ccc2c(=O)n1NC(=O)c1ccc([N+](=O)[O-])cc1	105.6	104.3	nt	74.5	106.6	84.3	118.2	95.8	101.6
COc1ccc(-n2c(-c3cc4ccccc4nc3Cl)noc2=O)cc1	112.7	nt	98.4	76.4	110.1	93.1	130.4	99.1	98.1

Rewritten in CSV form: 3 of the compounds above
compound,HCC-2998,SN12C,SW-620,UO-31,HT29,HCT-116,TK-10,786-0,HCT-15
CCN(CCO)C(=O)C(C)O (stereo not given),110.9,112.5,105.7,95.6,102.5,104.9,103.8,nt,99.5
N=C1SCC(=O)N1c1ncc(Cc2cccc(C(F)(F)F)c2)s1,100.7,73.7,90.2,68.1,103.7,54.8,93.9,95.0,57.0
O=[N+]([O-])c1cc(-c2ccccc2)c(O)c([N+](=O)[O-])c1,nt,73.7,98.2,nt,92.4,86.8,89.2,nt,79.4

Next records
SMILES	HCC-2998	SN12C	SW-620	UO-31	HT29	HCT-116	TK-10	786-0	HCT-15
COc1ccc(C(=O)/C=C/c2cccnc2Nc2cc(OC)c(OC)c(OC)c2)cc1	22.9	8.5*	-42.5*	51.1	15.1	13.7	44.9	39.2	18.1
COc1ccc(S(=O)(=O)NCCCNc2cc(-c3cn(C(C)(C)C)nc3-c3cccc(OC)c3)ccn2)cc1	105.3&114.9	90.1&99.0	107.5&103.6	66.0&90.5	74.5&112.1	72.6&98.1	126.6&94.5	90.5&104.6	83.7&103.6
COc1ccc(/C=C2\C=C(c3ccc(OC)cc3)N(C(=S)NN)NC2=O)cc1	112.5	102.9	93.7	79.6	92.5	100.4	96.1	95.8	94.6
Cc1ccccc1Nc1nc(N)nc(C)c1Br	118.9	97.5	104.6	82.8	107.8	nt	108.4	112.1	105.8
COc1ccc2c(c1)c(-c1nonc1-c1cn(C)c3ccccc13)cn2C	45.4	47.8	24.5	35.1	8.4*	26.6	59.2	44.2	25.7
O=C(Nc1cc(S(=O)(=O)O)cc2cc(S(=O)(=O)O)cc(O)c12)c1ccccc1	99.8	95.2	110.7	64.4	112.5	104.3	125.6	110.8	84.6
O=C(/C=C/c1ccccc1Cl)c1ccc(O)c(CN2CCN(c3cc4c(cc3F)c(=O)c(C(=O)O)cn4C3CC3)CC2)c1	97.4	28.9	35.2	62.0	47.9	17.7	96.0	66.2	26.7
CC(=O)O[C@@H]1C[C@]2(C(C)C)O[C@@]1(C)[C@@H]1CCC(C)=C1[C@@H]2OC(=O)/C=C/c1ccccc1	102.6	48.4	90.6	60.5	74.8	88.5	95.4	87.6	87.2
N#Cc1c(-c2ccc(Cl)cc2)c2c(N)nn(-c3ccccc3)c2[nH]c1=O	104.0	103.4	104.3	77.0	104.1	102.3	143.1	106.8	107.4
CCn1cc(C(=O)O)c(=O)c2cc3c(cc21)OCO3	114.4&108.2	104.4&115.7	110.2&114.0	87.5&82.9	126.3&103.2	107.1&98.9	105.2&106.5	101.5&97.0	105.6&97.5
CCN(CCC(=O)OC)Cc1ccnc2ccccc12	97.7	102.9	28.1	90.5	97.4	15.4	102.3	107.4	73.0
c1cnc2c(c1)CN[C@@H](CN(CCCC1CCNCC1)[C@H]1CCCc3cccnc31)C2	105.2	102.3	102.0	89.0	92.3	99.0	98.2	106.8	118.2
COc1ccc(-n2nc(C)c3c(Oc4ccc(NC(=O)Nc5c(Cl)cccc5Cl)cc4)ncnc32)cc1	100.5	101.5	95.7	86.5	107.4	109.1	109.7	110.4	105.4
COc1ccc(-n2nc(C(=O)Nc3ccc(OC)c(OC)c3)nc2-c2cc(OC)c(OC)c(OC)c2)cc1	nt	88.2	87.9	46.4	93.4	72.7	112.6	nt	92.5
CC(Oc1ccccc1-c1ccccc1)C(=O)N(C)C (stereo not given)	108.5	103.6	98.0	93.2	105.8	109.7	108.0	106.7	111.6
O=C1OC(=O)C2C1C1(Cl)C(Cl)=C(Cl)C2(Cl)C2C(=O)OC(=O)C21 (stereo not given)	108.5	105.0	112.6	84.4	104.1	102.2	93.0	101.6	103.2
O=C(COc1cccc(/C=C2\Cc3ccccc3C2=O)c1)c1ccc(Cl)cc1	101.8	95.0	97.2	18.5	69.6	100.3	163.3	97.8	160.0
Cc1ccc(C(=O)C[n+]2cn(CCC(=O)Nc3cccc4cccnc34)c3ccccc32)cc1	110.1	108.2	96.1	98.0	85.6	84.7	106.4	105.9	107.6
CCOC(=O)COc1ccc2c(=O)cc(-c3ccccc3)oc2c1	106.7	103.9	120.8	87.7	94.2	93.4	104.7	99.4	102.3
Cc1cc(=O)[nH][nH]c1=O	100.5&97.0	99.5&98.5	104.8&98.9	103.5&95.8	106.8&95.8	99.4&96.8	111.5&114.5	108.2&98.4	109.7&108.0
COc1ccc(/C=C/C(=O)c2ccc(NC(=O)c3cc4cc5ccccc5nc4s3)cc2)cc1OC	104.4	98.1	104.6	88.5	101.1	91.6	125.6	106.3	103.7
COc1ccc(/C=N/NC2=Nc3ccccc3C(=O)N3CCC[C@@H]23)cc1	107.2	94.7	95.6	83.8	107.0	98.4	91.1	84.6	94.8
O=C(O)CN1CCc2c(sc3ncnc(N/N=C/c4cccc5ccccc45)c23)C1	115.0	103.3	107.4	89.2	106.6	103.9	112.7	99.5	106.3
CC(C)OC(=S)SCC(=O)c1ccc([N+](=O)[O-])cc1	94.9	105.4	113.5	79.1	113.0	101.2	98.5	96.3	93.7

4 entries from above, with each value named:
COc1ccc(-n2nc(C(=O)Nc3ccc(OC)c(OC)c3)nc2-c2cc(OC)c(OC)c(OC)c2)cc1
  HCC-2998: nt | SN12C: 88.2 | SW-620: 87.9 | UO-31: 46.4 | HT29: 93.4 | HCT-116: 72.7 | TK-10: 112.6 | 786-0: nt | HCT-15: 92.5

CC(Oc1ccccc1-c1ccccc1)C(=O)N(C)C (stereo not given)
  HCC-2998: 108.5 | SN12C: 103.6 | SW-620: 98.0 | UO-31: 93.2 | HT29: 105.8 | HCT-116: 109.7 | TK-10: 108.0 | 786-0: 106.7 | HCT-15: 111.6

O=C1OC(=O)C2C1C1(Cl)C(Cl)=C(Cl)C2(Cl)C2C(=O)OC(=O)C21 (stereo not given)
  HCC-2998: 108.5 | SN12C: 105.0 | SW-620: 112.6 | UO-31: 84.4 | HT29: 104.1 | HCT-116: 102.2 | TK-10: 93.0 | 786-0: 101.6 | HCT-15: 103.2

O=C(COc1cccc(/C=C2\Cc3ccccc3C2=O)c1)c1ccc(Cl)cc1
  HCC-2998: 101.8 | SN12C: 95.0 | SW-620: 97.2 | UO-31: 18.5 | HT29: 69.6 | HCT-116: 100.3 | TK-10: 163.3 | 786-0: 97.8 | HCT-15: 160.0

Among those listed so far, these contain an aryl thioether with sulfur outside any ring.
SMILES	HCC-2998	SN12C	SW-620	UO-31	HT29	HCT-116	TK-10	786-0	HCT-15
Cc1nc(Sc2nc3ccc([N+](=O)[O-])cc3s2)sc1C	71.3	-29.4*	11.5	23.5	10.2	2.1*	19.3	19.6	-21.2*
c1cc(CSc2ncnc3nc[nH]c23)ccn1	97.0	115.2	101.1	97.0	102.7	99.6	107.5	103.2	99.8

New compounds follow.
SMILES	HCC-2998	SN12C	SW-620	UO-31	HT29	HCT-116	TK-10	786-0	HCT-15
Nc1ccc(C(=O)Oc2ccc([N+](=O)[O-])cc2)cc1	102.7	97.7	101.5	91.5	100.3	96.3	137.6	100.8	96.2
COc1ccc(-c2nn(-c3ccccc3)cc2/C=C/C(=O)OCc2cn(-c3ccc(F)c(Cl)c3)nn2)cc1	98.7	80.1	100.3	43.0	102.6	84.8	118.3	100.5	88.5
CN(C)C(=O)c1cccnc1	101.6	108.0	103.3	98.4	99.6	110.4	110.1	106.0	106.3
COc1ccc(-c2c3c(N)c4c(nc3nc3c2c(C)nn3-c2ccccc2)CCCC4)cc1	100.2	93.4	68.2	68.9	21.1	31.8	86.8	70.8	68.2
O=C(NCCNC(=O)Oc1cccc2ccccc12)Oc1cccc2ccccc12	nt	105.0	102.2	45.4	107.8	99.7	92.3	105.8	99.6
O=C1CC(c2ccc(F)cc2)c2snc(-c3ccc(F)cc3)c2N1 (stereo not given)	103.4	97.7	101.2	79.9	89.9	91.3	86.1	83.9	95.8
CCOC(=O)C1=C(N)Oc2c(sc3c(CC)cccc23)C1c1ccc(F)cc1 (stereo not given)	61.4	49.1	22.3	36.2	40.4	25.5	99.1	35.4	22.4

Assay outcomes (PubChem BioAssay)
